ATXN2 expr inh: inhibitors of ATXN2 expression. HEK-293 ATXN2-luciferase reporter, luminescence, 24 h. Potency, µM (top dose mostly 57 µM), without a hit: top-dose activity change, negative = inhibition, most hits filed as inhibitors. hit rate 0.72% among 360,000. AID 1745845; note: potency is the fitted concentration of half-maximal effect; % is set by controls: 0 for no effect and ±100 for the full control effect; nearly all actives have a fitted effect of over 55% in size
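ATXN2-luciferase reporter cells (luciferase flanked by upstream and downstream ATXN2 gene portions) were treated 24 h at 37 °C with compounds at up to 57 uM. SteadyGlo luminescence gave expression; GF-AFC fluorescence gave viability.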
KB-V1 cytotox: KB-V1 MDR subline cytotoxicity; KB-V1 MDR cells viability, CellTiter-Glo, 72 h; Potency, µM (doses to about 46.1 µM), for the others: at the top dose activity change, negative = cytotoxicity, most hits filed as cytotoxic; hit rate 3.4% among 400,000; note: potency is the fitted concentration of half-maximal effect; % is set by controls: 0 for no effect and ±100 for the full control effect; nearly all actives have a fitted effect of over 60% in size
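KB-V1 cells (P-gp-expressing MDR subline of KB-3-1) in phenol-red-free DMEM with 10% FBS were exposed to library compounds over a concentration series for 72 h at 37 degrees C. Viability read by CellTiter-Glo luminescence; concentration-effect curves fitted after normalization.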
KB-3-1 cytotox: kills parental KB-3-1 adenocarcinoma cells; hit rate 1.4% among 400,000; KB-3-1 viability, CellTiter-Glo ATP luminescence, 72 h; AID 1347075; Potency, µM (doses to about 46.1 µM), without a hit: at the highest dose activity change, negative = cytotoxic, actives largely listed as cytotoxic; note: potency is the fitted concentration of half-maximal effect; % is set by controls: 0 for no effect and ±100 for the full control effect; nearly all actives have a fitted effect of over 60% in size
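Cytotoxicity in the drug-sensitive parental line KB-3-1 was scored as loss of CellTiter-Glo luminescence following 72 h incubation with compound. Values come from curve fitting of normalized concentration-response data.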
IL1B secr inh: inhibitors of inflammasome signaling (IL-1 beta secretion); hit rate 4.7% among 360,000; AID 743279; activity change, % at 57.5 µM; THP-1 LPS/ATP IL-1B secretion, AlphaLISA, 16 h; hits give low values; in the data active = activity change below about -50%; inconclusive = mostly about -30% to -49%; note: % is set by controls: 0 for no effect and ±100 for the full control effect
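THP-1 cells pretreated 1 hr with compounds (up to 57.5 uM final), then stimulated with LPS (250 ng/mL final) plus ATP (1.25 mM final); secreted IL-1B measured by AlphaLISA after 16 hr, decreased signal indicating inhibition.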
MCF10A rereplic: induces DNA re-replication in MCF 10a normal breast cells; MCF 10A DNA re-replication, Hoechst nuclear intensity, 48 h; Potency, µM (doses to about 46.1 µM), inactives show at the top dose activity, positive = re-replication, actives largely listed as activators; hit rate 2.9% among 350,000; note: potency is the fitted concentration of half-maximal effect; % of control where 0% means no effect; nearly all actives have a fitted effect of over 50% in size
WRN helicase inh: WRN helicase (human) inhibition | Q14191 | WRN helicase unwinding, fluorescent forked duplex, kinetic | Potency, µM (titrated, usually from 114 µM), for the others: at the top dose activity change, negative = inhibition, actives largely listed as inhibitors | hit rate 0.46% among 360,000; note: potency is the fitted concentration of half-maximal effect; % is set by controls: 0 for no effect and ±100 for the full control effect; nearly all actives have a fitted effect of over 55% in size
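Fluorescence dequenching readout, ex 525 nm/em 598 nm, kinetic mode: forked duplex DNA (100 nM final) with adjacent fluorophore and quencher unwound by WRN (20 nM final) with 2 mM ATP. Compound preincubation 15 min, room temperature.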
SW480 rerep: induces DNA re-replication in SW480 colon adenocarcinoma cells; SW480 DNA re-replication, Hoechst DNA content imaging, 48 h; Potency, µM (doses to about 46.1 µM), for the others: at the top dose re-replication activation, usual class: activators; hit rate 1.8% among 340,000; AID 624297; note: potency is the fitted concentration of half-maximal effect; % of control where 0% means no effect; nearly all actives have a fitted effect of over 55% in size
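250 cells/well; 23 nL cpd via pin tool; 48 hr, 37 C, 5% CO2; Hoechst 40 min; imager read of total nuclear intensity, ex 405/em 500-530 nm.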
HT1080 IDH1KD tx: toxicity to HT-1080 IDH1 knockdown cells (counter line); HT-1080 IDH1 knockdown viability, ATP luminescence, 48 h; Potency, µM (doses to about 46.1 µM), inactives show at the highest dose activity, negative = toxicity, usual class: cytotoxic; hit rate 2% among 360,000; AID 686971;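 note: potency is the fitted concentration of half-maximal effect; 0% = DMSO wells and -100% = cell-free medium wells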
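Luminescent ATP read-out (CellTiter-Glo, 10 min at room temperature) after 48 h compound exposure at 37 °C gave viability of IDH1-knockdown HT-1080 cells. Activity was normalised to DMSO and cell-free wells, then fitted as concentration-response curves.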
HT1080NT lethal: kills 2HG-producing HT-1080-NT fibrosarcoma cells | HT-1080-NT fibrosarcoma viability, CellTiter-Glo ATP luminescence, 48 h | Potency, µM (series often up to 46.1 µM), without a hit: at the highest dose activity, negative = less viability, hits mostly cytotoxic | hit rate 1.6% among 360,000;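 note: NT is the 2HG producing partner of a matched IDH1 knockdown line; potency is the fitted concentration of half-maximal effect; 0% = DMSO-treated cells and -100% = media-only wells without cells; nearly all actives have a fitted effect of over 55% in size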
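Fibrosarcoma NT cells, 750 per well in 5% FBS RPMI, were exposed to compound for 48 hours. Viability: CellTiter-Glo luminescence.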
The depositor's hits bear a star; ? = inconclusive; / = no result given; [ ] = remark or other dose. Unless noted, calls come from the whole dose curve; as a rule, active = well fitted curve in the direction sought with a large enough effect; inconclusive = small, poorly fitted or top-dose-only effect, or another doubt; inactive = no such curve, though single readings can be large; an effect the other way counts as inactive or inconclusive.

SMILES	ATXN2 expr inh	KB-V1 cytotox	KB-3-1 cytotox	IL1B secr inh	MCF10A rereplic	WRN helicase inh	SW480 rerep	HT1080 IDH1KD tx	HT1080NT lethal
CC(C)CN(C1CCS(=O)(=O)C1)S(=O)(=O)c1ccc2ccccc2c1 (centres undefined)	10%	-25%	?	-6	0%	3%	-1%	3%	5%
CCOc1ccc(OCCC(=O)Nc2cccc(S(=O)(=O)N3CCCC3)c2)cc1	7%	0%	-4%	-3	21%	-1%	14%	-4%	3%
COc1ccccc1CNC(=O)CCCn1c(=O)c2ccccc2n(CC(=O)NC2CCCC2)c1=O	9%	?	20%	-20	6%	-3%	-6%	-3%[9.24 µM]	6%
COC(=O)[C@]1(CC(C)C)N[C@H](c2ccc(-c3ccc(OC)cc3)cc2)[C@@H]2C(=O)N(C)C(=O)[C@@H]21	-20%	?	?	-1	2%	-7%	16%	-2%	?
O=P(CO)(Cc1ccccc1)Cc1ccccc1	3%	19%	1%	9	-4%	3%	-4%	11%	4%
COc1cccc([C@@H]2CC=C(C(=O)O)[C@H](c3cccc(Cl)c3)N2S(=O)(=O)c2ccc(C)cc2)c1	-13%	8%	-9%	13	-5%	5%	-12%	-13%	-16%
Cc1ccc(OCCNC(=O)CCNC(=O)c2ccc(Cl)cc2)cc1	/	-12%	1%	-11	1%	9%	-8%	-1%	-9%
CCOc1ccc2nc(NC(=S)N(C)C)sc2c1	76%[activator]	?	-7%	-14	10%	9%	-2%	-1%	8%
Cc1csc(N/N=C/c2c(F)cccc2Cl)n1	44%[activator]	-8%	-6%	30	?	-1%	0%	-19%	-8%
COC(=O)c1ccc(NC(=S)NN2CCCCC2c2cccnc2)cc1 (centres undefined)	33%	-13%	2%	38	12%	-7%	0%	-14%	9%
Nc1nc(CSCCO)nc(Nc2ccc(F)cc2)n1	-13%	6%	12%	74	1%	1%	-2%	10%	9%
Cc1cccc(C)c1OCc1cc(C(=O)NCC2COCCO2)no1 (centres undefined)	8%	/	/	15	?	-16%	-1%	-3%	7%
C[N+](C)(C)CCOP(=O)(O)OP(=O)([O-])OC[C@H]1O[C@@H](n2ccc(N)nc2=O)[C@H](O)[C@@H]1O	3%	13%	0%	11	1%	/	-52%[inhibitor]	14%	51%
COc1ccc2nc(SC(C(=O)c3ccccc3)c3ccccc3)nc(C)c2c1 (centres undefined)	-7%	-21%	-2%	9	15%	-14%	4%	11%	1%
CC12CN3CC(=O)N4CC5(C)CN(CC(C)(C4)C5=O)C(=O)CN(C1)CC(C)(C3)C2=O	-5%	3%	4%	3	-6%	5%	-2%	23%	-4%
COc1ccc(CCC(=O)OCC(=O)c2ccc[nH]2)cc1OC	-5%	-8%	0%	-8	-4%	-4%	-4%	1%	-3%
Cn1c(NC(=O)c2ccccc2)nc2ccccc21	17%	?	?	35	0%	3%	-10%	-20%	-5%
COc1ccc(NC(=O)c2cc(S(=O)(=O)Nc3ccc(OC)cc3)cs2)cc1	/	21µM*	-13%	-12	3%	-4%	-13%	-5%	-1%
C=CCn1c(SCC(=O)c2cc(C)n(CC3CCCO3)c2C)nnc1-c1ccccc1 (centres undefined)	-3%	-4%	-6%	41	1%	-7%	7%	-14%	-6%
C=CCc1c(OC(C)=O)c2ccccc2n(C)c1=O	-2%	3%	4%	22	-1%	13%	-3%	10%	5%
CC(=O)N1CCCN(C(=O)c2ccc3nc(Cc4cccc(Cl)c4)oc3c2)CC1	-12%	?	-1%	-4	?	-34%	1%	-1%	0%
Cc1ccc(Cn2ncc(C)c2N)o1	/	15%	-10%	-2	?	3%	-22%	-42%	0%
CCOc1ccc(S(=O)(=O)Nc2cc(S(=O)(=O)N3CCOCC3)ccc2OC)cc1	/	-2%	-2%	-7	15%	2%	-2%	0%	11%
Cc1cc(Cn2nnnc2-c2ccncc2)cc(C)c1O	1%	24%	6%	48	4%	11%	4%	12%	-8%
Cc1ccc(/C=C/C(=O)c2cc(Br)ccc2OC(=O)c2ccco2)cc1	-4%	?	0%	-14	16µM*	-6%	?	?	?
Cc1ccc(NC(=O)N2CCC(C(=O)NCc3ccc(F)cc3)CC2)cc1	3%	18µM*	1%	25	-3%	-17%	-18%	-4%	8%
CC(C)[C@H](NC(=O)c1ccc(F)cc1)C(=O)OCC(=O)NC(=O)c1cccn1C	/	?	-46%	12	9%	-1%	-1%	-1%	-2%
CCCCCNC(=O)C(c1ccc(OC)cc1)n1c(=O)c(-c2cc3ccccc3[nH]2)nc2ccccc21 (centres undefined)	/	-4%	-9%	21	/	3%	/	-23%	-26%
COc1cc(OC)cc(-c2nc3ccccc3s2)c1	30%[activator]	?	3%	-13	?	-7%	1%	?	-21%
Cc1c(Cl)cccc1NC(=O)CNC(=O)c1ccc(F)cc1	-11%	?	3%	12	10%	-2%	-1%	15%	8%
O=C(Nc1nnc([C@@H]2C[C@H](O)[C@@H](CO)O2)s1)c1ccccc1Cl	2%	3%	0%	24	/	-8%	/	7%	?
Cc1cccc(/C=N/NC(=O)C[n+]2ccccc2)c1	-9%	3%	-2%	5	0%	-11%	2%	2%	1%
O=C(O)c1ccc2c(c1)C(=O)N(NC(=O)c1ccccc1)C2=O	11%	-2%	-6%	?	0%	-16%[57.1 µM]	3%	-3%[9.24 µM]	?
Nc1cc(Cl)ccc1N1C(=O)CCC1=O	/	6%	6%	26	-2%	-1%	-17%	7%	5%
COC(=O)CCC(=O)Nc1sc2c(c1C#N)CCCC2	4%	9%	16%	11	?	6%	9%	-13%	-6%
COc1cc(S(=O)(=O)N2CCOCC2)ccc1NC(=O)COC(=O)CC12CC3CC(CC(C3)C1)C2	-8%	?	-7%	0	13%	-18%	1%	-16%	-4%
Cc1cc(NC(=O)c2ccc(S(=O)(=O)Nc3ccccc3)cc2)no1	0%	3%	15%	32	14%	-4%	1%	5%	-2%
CC(C)Cc1nnc(NC(=O)c2cc(S(=O)(=O)N(C)C)ccc2N2CCCC2)s1	3%	-23%	15%	-2	5%	-20%	0%	4%	3%
COc1ccc(OC)c(NC(=O)CCC(=O)Nc2nnc(C(F)(F)F)s2)c1	0%	10%	7%	5	-2%[9.22 µM]	9%	-6%	17%	11%
Cc1ccc(C(=O)OCC(=O)N2CCC(c3ccccc3)=N2)cc1	1%	21%	4%	-85*	5%	4%	-9%	10%	5%

The closing two entries of the section above open the next one.
SMILES	ATXN2 expr inh	KB-V1 cytotox	KB-3-1 cytotox	IL1B secr inh	MCF10A rereplic	WRN helicase inh	SW480 rerep	HT1080 IDH1KD tx	HT1080NT lethal
COc1ccc(OC)c(NC(=O)CCC(=O)Nc2nnc(C(F)(F)F)s2)c1	0%	10%	7%	5	-2%[9.22 µM]	9%	-6%	17%	11%
Cc1ccc(C(=O)OCC(=O)N2CCC(c3ccccc3)=N2)cc1	1%	21%	4%	-85*	5%	4%	-9%	10%	5%
CCCCCCc1c(C)c2ccc(OCC(=O)N[C@@H](Cc3ccccc3)C(=O)O)cc2oc1=O	-11%	-10%	0%	9	-27%	-7%	-5%	-9%	-7%
CCCCn1c(N)c(N(CCOC)C(=O)Cn2c(=O)oc3ccccc32)c(=O)[nH]c1=O	2%	15%	15%	31	0%	1%	-133%[inhibitor]	5%	0%
O=C(c1cc2nc(C3CC3)cc(C(F)F)n2n1)N1CCOCC1	0%	14%	-3%	15	-1%	?	2%	10%	3%
CC(C)CC(=O)N1CCN(Cc2ccccc2[N+](=O)[O-])CC1	-35%	-26%	9%	0	3%	?	-1%	8%	14%
Cn1ccnc1C1CCCCN1Cc1nc(-c2ccc3c(c2)OCO3)no1 (centres undefined)	1%	-22%	8%	2	-1%	-2%	0%	-8%	-8%
O=[N+]([O-])c1ccc(-c2csc(N3CCCCCC3)n2)cc1	28%	0%	10%	-11	?	-2%	13%	5%	-6%
CCNC(=O)c1ccc(-n2nc(C(F)(F)F)c3c2CCCC3)cc1	-19%	-18%	-8%	-18	6%	-1%	-2%	-17%	-14%
CC1(C)CC2CC(C)(CN2C(=S)Nc2ccccc2)C1 (centres undefined)	-3%	?	-11%	2	17%	6%	0%	10%	4%
CN(CC(=O)N1CCCCCC1)S(=O)(=O)c1ccc(F)cc1	5%	6%	1%	8	1%	-6%	8%	18%	23%
COc1ccccc1NC(=O)C(=O)N/N=C/c1ccc([N+](=O)[O-])s1	-27%	?	14%	-11	-6%	-8%	-16%	0%	14%
O=C(Cc1cc(=O)[nH][nH]1)N/N=C/c1ccccc1Cl	-4%	15%	4%	5	-11%	-22%	1%	1%	1%
COc1ccc(C2CC(c3cccs3)=NN2S(=O)(=O)c2ccc(C)cc2)cc1 (centres undefined)	14%	-21%	0%	-10	14%	-11%[57.1 µM]	6%	15%	15%
CCCc1nc2ccc(Br)cn2c1Cc1cccc(Cl)c1	-1%	6%	0%	13	/	-7%	/	?	?
CC/C(=N\NC(=O)c1ccncc1)C12CC3CC(CC(C3)C1)C2	3%	2%	8%	5	1%	6%	-1%	13%	19%
Cc1cccc(C)c1NC(=O)COc1cccc(/C=N/NC(=O)C(=O)NCc2ccccc2)c1	-31%	?	0%	4	0%	1%	-6%	-1%	3%
Cc1cccc(N2C(=O)CC(Cn3nc(C)cc3C)C2=O)c1 (centres undefined)	/	6%	-1%	12	-1%	10%	0%	11%	9%
O=C(N/N=C/c1ccc2c(c1)OCO2)c1cc(-c2ccccc2)nc2ccccc12	-16%	-22%	?	1	?	-25%	10%	-25%	-25%
COc1ccc(NC(=O)c2cnc(SCC(=O)NCCc3ccccc3)n(C)c2=O)cc1	-6%	1%	-5%	12	7%	7%	?	0%	-1%
O=C(O)c1nn(-c2ccc(F)cc2)ccc1=O	6%	29%	0%	19	1%	4%	-5%	20%	14%

Random draw from the library; about 12% have a hit in one of these screens.
